# A3G deaminase: APOBEC3G (human) deaminase inhibition | Q9HC16 | recombinant A3G, ssDNA deamination FAM/TAMRA fluorescence | inhibition, % at 20 µM | 330,000 tested, 0.28% active;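 active = inhibition of at least 40% at 20 µM, with no more than 30% in the related APOBEC3A deaminase screen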;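 note: plate controls were DMSO wells with A3G for no effect and wells lacking A3G enzyme for full effect; some compounds called inactive have numbers as strong as hits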
# Target sequence (Q9HC16 whole entry, looked up): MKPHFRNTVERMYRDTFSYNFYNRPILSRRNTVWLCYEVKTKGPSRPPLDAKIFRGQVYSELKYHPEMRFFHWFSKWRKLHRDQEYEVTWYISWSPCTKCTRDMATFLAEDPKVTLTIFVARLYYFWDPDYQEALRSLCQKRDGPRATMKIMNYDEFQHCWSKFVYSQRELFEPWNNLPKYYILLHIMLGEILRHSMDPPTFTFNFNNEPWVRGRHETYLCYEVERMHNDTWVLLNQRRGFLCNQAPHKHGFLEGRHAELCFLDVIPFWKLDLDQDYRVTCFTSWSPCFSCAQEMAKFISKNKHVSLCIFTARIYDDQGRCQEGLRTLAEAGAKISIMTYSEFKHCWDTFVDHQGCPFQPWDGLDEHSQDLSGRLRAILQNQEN
# GRIN3A LBD mod: modulates the human NR3A ligand-binding domain. NR3A LBD differential scanning fluorimetry, Tm shift; 0% = protein alone, 100% = glycine-bound protein. Tm shift relative to glycine control, % at 25 µM. 340,000 tested, 2.5% active;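 active = melting temperature shift of at least 10% of the positive control shift, at one fixed dose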
# mIAP block: mouse IAP inhibition; purified mouse IAP, CDP-Star luminescence, 30 min; 330,000 tested, 0.2% active; inhibition, % at 10 µM;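 active = inhibition of at least 40% at 10 µM in the primary screen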;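 note: plate controls were DMSO with enzyme for no effect and no enzyme wells for full effect; values of inactives mirror those of a sister screen read the other way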
# MPTP inh: permeability transition pore inhibition; 360,000 tested, 1.4% active; inhibition, % at 10 µM; isolated mouse mitochondria, Ca2+ swelling absorbance, 30 min; AID 602449;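 active = inhibition of 50% or more, scaled per plate between neutral and stimulator controls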;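 note: 0% = DMSO wells given calcium and 100% = 1 mM EGTA wells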
# beta cell repl: MIN6 beta-cell proliferation induction; AID 2380; proliferation, % at 10 µM; 330,000 tested, 0.29% active; MIN6 cells proliferation, ATPlite luminescence, 48 h; cells starved in 0.2% serum; 100% = growth in 10% serum;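 active = compounds whose signal lies at least 3.5 SD above the mean of all wells on their plate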;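 note: 0% = DMSO-treated cells in low-serum medium and 100% = 10% serum control; some compounds called inactive have numbers as strong as hits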
# hIAP activ: increases human intestinal alkaline phosphatase activity | P09923 | purified human IAP, CDP-Star luminescence, 30 min; active compounds read high; 1 = vehicle-only enzyme, 0 = enzyme-free background | activation factor at 10 µM | 330,000 tested, 0.16% active | AID 2524;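 active = activation factor of the enzyme at least 2-fold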; note: the source names both 10 and 20 µM as test concentration; values of inactives mirror those of a sister screen read the other way
# Target sequence (P09923 whole entry, looked up): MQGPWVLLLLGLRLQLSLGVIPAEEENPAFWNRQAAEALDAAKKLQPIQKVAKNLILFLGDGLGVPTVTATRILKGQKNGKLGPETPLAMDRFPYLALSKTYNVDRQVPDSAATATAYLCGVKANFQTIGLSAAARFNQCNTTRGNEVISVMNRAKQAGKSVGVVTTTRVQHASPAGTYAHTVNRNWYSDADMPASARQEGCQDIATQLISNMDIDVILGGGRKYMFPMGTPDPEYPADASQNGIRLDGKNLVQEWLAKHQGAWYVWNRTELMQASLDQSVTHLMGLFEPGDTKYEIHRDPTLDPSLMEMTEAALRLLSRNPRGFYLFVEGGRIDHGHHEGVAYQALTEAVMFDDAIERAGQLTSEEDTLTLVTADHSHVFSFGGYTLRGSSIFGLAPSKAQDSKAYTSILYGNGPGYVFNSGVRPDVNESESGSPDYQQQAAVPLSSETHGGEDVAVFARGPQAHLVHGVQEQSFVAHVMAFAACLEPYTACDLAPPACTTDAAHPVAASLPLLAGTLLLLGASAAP
# mIAP act: mouse IAP activation | muIAP, CDP-Star luminescence, 30 min; active compounds read high; 1 = vehicle-only enzyme signal, 0 = enzyme-free wells | activation factor at 10 µM | 330,000 tested, 0.24% active | AID 2805;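 active = activation factor of at least 2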; note: the source names both 10 and 20 µM as test concentration; values of inactives mirror those of a sister screen read the other way
#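 Assay system: mouse IAP enzyme; Reagent: CDP-Star chemiluminescent phosphatase substrate; Compound: DMSO-dissolved test compounds; Incubation: 30 min, room temperature; Technique: luminescence from enzymatic CDP-Star hydrolysis; Controls: DMSO-only wells and no-enzyme negative control.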
# hIAP block: blocks human intestinal alkaline phosphatase; P09923; purified IAP, CDP-Star luminescence, 30 min; inhibition, % at 10 µM; 330,000 tested, 0.12% active;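 active = inhibition reaching a set limit with compound at 10 µM in the primary screen, cut at about 35% in these data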;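 note: plate controls were DMSO wells with enzyme for no effect and no-enzyme buffer wells for full effect; values of inactives mirror those of a sister screen read the other way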
# A3A deaminase: blocks human APOBEC3A ssDNA deamination; inhibition, % at 20 µM; P31941; AID 493011; 330,000 tested, 0.41% active; recombinant A3A, FAM/TAMRA ssDNA deamination fluorescence;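 active = at least 40% inhibition at 20 µM here, with at most 30% in a related deaminase screen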;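 note: plate controls were A3A with DMSO for no effect and wells lacking A3A enzyme for full effect; some results filed as inactive read as strong as hits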
# The depositor's hits bear a star; nt = no result given.
1: CCCN(C(=O)c1nc2nc(C)cc(C)n2n1)c1c(N)n(Cc2ccccc2)c(=O)[nH]c1=O
2: C=CCNC(=O)CN(c1ccc(OC)cc1OC)S(C)(=O)=O
3: C=CCOc1cccc(C(=O)N2CCCC(CNS(=O)(=O)c3cccs3)C2)c1 (stereo unspecified)
4: CSc1ccc(C(=O)C2CCCN(C(=O)c3cc4cc(F)ccc4[nH]3)C2)cc1 (stereo unspecified)
5: CC(/C=N/NC(=O)c1ccccc1F)c1ccccc1 (stereo unspecified)
6: Cc1cc(C)n(-c2ccc([N+](=O)[O-])cc2)n1
7: COC(=O)COc1ccc(/C=N/NC(=O)CN(c2ccccc2OC)S(=O)(=O)c2ccccc2)cc1
8: O=C(Oc1ccc(Cl)c2cccnc12)c1cccc([N+](=O)[O-])c1
screen / no.,1,2,3,4,5,6,7,8
A3G deaminase,-5,0,-2,-8,-3,1,-3,-1
GRIN3A LBD mod,1,-1,2,-5,0,-2,0,-1
mIAP block,1,6,14,10,-4,-8,0,7
MPTP inh,-1.6,-2.6,0.9,-0.1,3.0,-2.1,0.5,-0.8
beta cell repl,4,0,-3,-5,0,1,-7,-7
hIAP activ,1.1,0.87,0.98,1.1,1,0.95,1,1.1
mIAP act,0.99,0.94,0.86,0.9,1,1.1,0.99,0.93
hIAP block,-9,13,2,-7,0,5,-4,-12
A3A deaminase,1,2,3,-5,0,0,3,6

9: COc1ccc(-c2nnc(SCC(=O)NC3CCCCC3)n2N)cc1
10: COC(=O)c1cc(NCc2ccccc2F)ccc1N1CCOCC1
11: CC1CCN(c2ccc(C(=O)Nc3nnc(C4CC4)s3)cc2[N+](=O)[O-])CC1
12: COc1ccc(NC(=O)Cn2nnc(C(=O)NCc3ccccc3)c2N)cc1Cl
13: CCN(CC)S(=O)(=O)c1ccc2[nH]c(=O)cc(C(=O)NCc3ccccc3)c2c1
14: CCNc1nc(NCC)nc(N/N=C/c2ccc(OC)cc2)n1
15: COCCCNC(=O)CCn1c(=O)c2ccccc2n(CC(=O)Nc2cc(Cl)ccc2C)c1=O
16: CCOc1ccc(/C=C/c2c([N+](=O)[O-])c(=O)n(C)c(=O)n2C)cc1
screen / no.,9,10,11,12,13,14,15,16
A3G deaminase,-3,-9,6,-3,-10,-1,-6,-5
GRIN3A LBD mod,nt,-2,-31,-4,-3,0,1,-1
mIAP block,9,-3,6,-3,-1,-4,3,0
MPTP inh,-0.8,-0.7,4.7,-0.8,1.7,0.9,-2.8,-1.2
beta cell repl,-4,-2,-2,-2,-1,-2,-2,-3
hIAP activ,1.2,0.95,0.83,1.1,0.98,1.1,0.94,0.87
mIAP act,0.91,1,0.94,1,1,1,0.97,1
hIAP block,-15,5,17,-7,2,-14,6,13
A3A deaminase,-2,-6,-1,-1,-3,3,1,1

17: O=C(c1ccccc1Oc1ccccc1)N1CCN(c2ccc(F)cc2)CC1
18: CCn1nc(NC(=O)C2CCCO2)c2cc3cccc(C)c3nc21 (stereo unspecified)
19: Cc1ccc(SCc2[nH]nc3c2C(c2ccc(C)o2)C(C#N)=C(N)O3)cc1 (stereo unspecified)
20: CC(=O)Nc1ccc(C(=O)CSc2nnnn2C(C)C)cc1
21: O=C(NCc1cccnc1)C12CC3CC(CC(C3)C1)C2
22: Cc1ccccc1Cn1nc(C)c(NC(=O)c2sc3ccccc3c2Cl)c1C
23: CCCCn1c(N)c(N(Cc2ccccc2OC)C(=O)c2cc(CC)c(C)s2)c(=O)[nH]c1=O
24: CN(C)c1nc(N)nc(CSc2n[nH]c(-c3ccccc3)n2)n1
screen / no.,17,18,19,20,21,22,23,24
A3G deaminase,-2,-5,-3,0,-2,0,-8,-8
GRIN3A LBD mod,1,2,-9,0,0,2,0,0
mIAP block,4,-53,15,-5,-1,8,-3,-2
MPTP inh,2.5,2.0,1.1,0.1,-0.9,-0.5,0.4,1.9
beta cell repl,-2,-1,-2,-2,-3,-2,-2,1
hIAP activ,0.97,1.2,1,0.87,1.1,1.1,0.91,1.2
mIAP act,0.96,1.5,0.85,1,1,0.92,1,1
hIAP block,3,-15,-2,13,-7,-9,10,-16
A3A deaminase,-2,-1,-9,1,2,3,4,-6

25: O=C(CSc1nnnn1-c1ccccc1)NCC1(N2CCOCC2)CCCCC1
26: Cc1cc(C)nc(SCc2ccc(C(=O)N/N=C/c3cccc(O)c3O)cc2)n1
27: Cc1ccc(C(=O)NCc2ccccc2)cc1Br
28: Cc1cc(F)ccc1NC(=S)NC1CCCC1
29: Cc1ccc(S(=O)(=O)NNC(=O)Nc2ccc(Cl)c(Cl)c2)cc1
30: O=C(O)c1c(-c2ccc(Cl)cc2)cn2ccccc12
31: COc1ccccc1NC(=O)c1cc(S(=O)(=O)N2CCOCC2)ccc1Cl
32: O=C(CCCn1c(=O)[nH]c2cc(Cl)ccc2c1=O)NCCCN1CCCC1
screen / no.,25,26,27,28,29,30,31,32
A3G deaminase,-9,-1,-4,-3,-2,-8,3,-7
GRIN3A LBD mod,-1,4,-8,1,0,0,-3,-4
mIAP block,1,26,0,-3,-25,13,6,-7
MPTP inh,-2.4,4.2,2.1,0.3,86*,-0.9,12,2.7
beta cell repl,1,-6,-1,-1,-5,-1,3,6
hIAP activ,0.94,1.9,1.2,1.1,1.1,0.9,1,1
mIAP act,0.99,0.74,1,1,1.3,0.87,0.94,1.1
hIAP block,6,-88,-19,-13,-7,10,0,-1
A3A deaminase,-1,1,-2,-3,4,-4,2,-2

33: COc1ccccc1C(c1nnnn1C(C)(C)C)N1CCCCCC1 (stereo unspecified)
34: CC(=O)Oc1ccc(C(=O)Nn2cnnc2)cc1
35: C[C@H](CO)N1C[C@H](C)[C@@H](CN(C)C(=O)Nc2ccc(C(F)(F)F)cc2)Oc2c(NS(=O)(=O)c3cccs3)cccc2C1=O
36: Cc1sc2nc(SCc3ccc(C(=O)O)cc3)n(Cc3ccco3)c(=O)c2c1C
37: COc1ccc(-c2cc(=NC(CC(C)C)C(=O)O)c3cc(C)ccc3o2)cc1 (stereo unspecified)
38: O=C(CSc1nccc(-c2cccs2)n1)Nc1cccc(Cl)c1Cl
39: CCOc1cccc(/C=C/c2cc(C(=O)O)c3ccccc3n2)c1OC
40: O=C(N/N=C/c1cccc(OC(=O)c2ccccc2Cl)c1)c1cccnc1
screen / no.,33,34,35,36,37,38,39,40
A3G deaminase,-2,-6,1,-2,-2,-11,9,0
GRIN3A LBD mod,-3,-1,-4,-1,-3,-1,1,-2
mIAP block,-2,3,1,16,-3,10,4,12
MPTP inh,-0.3,-1.4,0.4,3.7,-5.6,2.2,1.1,-0.5
beta cell repl,-3,0,1,-1,-4,-1,-6,-6
hIAP activ,1,1,1.1,1.2,1.1,1.2,1.1,0.95
mIAP act,1,0.97,0.99,0.84,1,0.9,0.96,0.88
hIAP block,-3,-2,-6,-20,-6,-16,-7,5
A3A deaminase,3,-1,-1,-2,0,-3,-5,0

41: CCCCn1c(N)c(N(CCC(C)C)C(=O)COC(=O)c2ccco2)c(=O)[nH]c1=O
42: CC(=O)Nc1ccc2nc(-c3cccnc3)[nH]c2c1
43: CCCNC(=O)CN(Cc1ccco1)S(=O)(=O)c1ccc(OCC)cc1
44: CCOC(=O)C/C(C)=N/NC(=O)c1cccs1
45: Cc1cc(C)nc(/N=C2\NC(=O)CC(C(=O)O)N2c2ccc(Oc3ccccc3)cc2)n1 (stereo unspecified)
46: COc1cccc(NC(=O)C(=O)NCc2ccncc2)c1
47: COc1ccc(N2CCN(c3oc(COc4ccc(Cl)cc4Cl)nc3C#N)CC2)cc1
48: COc1ccc(Cl)cc1NC(=O)CN(C)C(=O)Cc1n[nH]c(=O)c2ccccc12
screen / no.,41,42,43,44,45,46,47,48
A3G deaminase,-2,-5,-4,-3,1,-3,-8,-1
GRIN3A LBD mod,1,-11,-6,-2,-1,-1,0,-2
mIAP block,3,-11,-2,11,0,-5,1,-4
MPTP inh,0.3,0.0,-0.2,0.7,0.4,4.0,1.0,-0.9
beta cell repl,-4,-1,0,5,1,0,-5,-1
hIAP activ,0.85,1.3,1,0.85,0.93,1,1.1,0.89
mIAP act,0.97,1.1,1,0.89,1,1,0.99,1
hIAP block,15,-30,-2,15,7,0,-8,11
A3A deaminase,-1,-5,2,-1,3,4,-20,19

49: CCOC(=O)CNC(=O)CSc1nc2ncc(Br)cc2[nH]1
50: O=[N+]([O-])c1ccc(-c2cnc[nH]2)cc1
51: COC(=O)CCC(=O)NN1C(=O)c2ccccc2C1=O
52: CC(C)CC(NC(=O)OC(C)(C)C)c1cn([C@@H](Cc2cc3ccccc3[nH]2)C(=O)N2CCN(C(=O)OC(C)(C)C)CC2)nn1 (stereo partly specified)
53: O=C(CCN1C(=O)c2ccccc2C1=O)NC(=S)Nc1ccccc1
54: COCCN(CC(=O)Nc1ccccc1C(F)(F)F)C(=O)/C=C/c1ccc2ccccc2n1
55: CCCC1CCC(c2ccc(C(N)=O)cc2)CC1 (stereo unspecified)
56: CCN(CC)C(=O)CCc1nnc(CCc2c[nH]c3ccccc23)o1
screen / no.,49,50,51,52,53,54,55,56
A3G deaminase,-4,-1,-4,1,-6,-9,-5,-3
GRIN3A LBD mod,1,-3,1,-8,-3,3,0,-1
mIAP block,3,-1,-19,-6,-4,-14,-6,4
MPTP inh,-1.2,1.1,-1.4,0.8,0.5,-1.7,1.0,1.3
beta cell repl,2,0,1,-7,0,5,-1,1
hIAP activ,1,0.96,1.2,0.99,1.1,1.1,1.1,1.1
mIAP act,0.97,1,1.2,1.1,1,1.1,1.1,0.96
hIAP block,-5,4,-22,0,-13,-9,-9,-10
A3A deaminase,-1,0,-4,0,-1,-2,6,-2

# Reprinted from the entries so far for reference:
48: COc1ccc(Cl)cc1NC(=O)CN(C)C(=O)Cc1n[nH]c(=O)c2ccccc12
49: CCOC(=O)CNC(=O)CSc1nc2ncc(Br)cc2[nH]1
50: O=[N+]([O-])c1ccc(-c2cnc[nH]2)cc1
51: COC(=O)CCC(=O)NN1C(=O)c2ccccc2C1=O
52: CC(C)CC(NC(=O)OC(C)(C)C)c1cn([C@@H](Cc2cc3ccccc3[nH]2)C(=O)N2CCN(C(=O)OC(C)(C)C)CC2)nn1 (stereo partly specified)
53: O=C(CCN1C(=O)c2ccccc2C1=O)NC(=S)Nc1ccccc1
54: COCCN(CC(=O)Nc1ccccc1C(F)(F)F)C(=O)/C=C/c1ccc2ccccc2n1
55: CCCC1CCC(c2ccc(C(N)=O)cc2)CC1 (stereo unspecified)
56: CCN(CC)C(=O)CCc1nnc(CCc2c[nH]c3ccccc23)o1
screen / no.,48,49,50,51,52,53,54,55,56
A3G deaminase,-1,-4,-1,-4,1,-6,-9,-5,-3
GRIN3A LBD mod,-2,1,-3,1,-8,-3,3,0,-1
mIAP block,-4,3,-1,-19,-6,-4,-14,-6,4
MPTP inh,-0.9,-1.2,1.1,-1.4,0.8,0.5,-1.7,1.0,1.3
beta cell repl,-1,2,0,1,-7,0,5,-1,1
hIAP activ,0.89,1,0.96,1.2,0.99,1.1,1.1,1.1,1.1
mIAP act,1,0.97,1,1.2,1.1,1,1.1,1.1,0.96
hIAP block,11,-5,4,-22,0,-13,-9,-9,-10
A3A deaminase,19,-1,0,-4,0,-1,-2,6,-2

# Source: PubChem
